# CF NFkB block: inhibitors of cystic fibrosis induced NF-kB. KKLEB NF-kB-GFP reporter, PAF-induced, GFP fluorescence overnight. inhibition, % at 5 µM. 0.86% of 360,000 active. AID 588850;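 active = at least 50% inhibition at 5 µM, scaled per plate between neutral and stimulator controls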;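 note: PAF is a Pseudomonas aeruginosa culture filtrate used as stimulus; plate controls were PAF-stimulated DMSO wells for no effect and unstimulated DMSO wells for full effect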
# LRH-1 inv ag: NR5A2 inverse agonism in reporter assay | O00482 | inhibition, % at 3.6 µM | 0.13% of 360,000 active | HEK293T StAR-luciferase reporter, LRH-1 transfected, 24 h;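 active = inhibition above the mean inhibition of all tested compounds plus 3 SD, cut at about 73% in these data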;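 note: 0% = DMSO wells and 100% = reporter-only cells lacking LRH-1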
# Target sequence (O00482 whole entry, looked up): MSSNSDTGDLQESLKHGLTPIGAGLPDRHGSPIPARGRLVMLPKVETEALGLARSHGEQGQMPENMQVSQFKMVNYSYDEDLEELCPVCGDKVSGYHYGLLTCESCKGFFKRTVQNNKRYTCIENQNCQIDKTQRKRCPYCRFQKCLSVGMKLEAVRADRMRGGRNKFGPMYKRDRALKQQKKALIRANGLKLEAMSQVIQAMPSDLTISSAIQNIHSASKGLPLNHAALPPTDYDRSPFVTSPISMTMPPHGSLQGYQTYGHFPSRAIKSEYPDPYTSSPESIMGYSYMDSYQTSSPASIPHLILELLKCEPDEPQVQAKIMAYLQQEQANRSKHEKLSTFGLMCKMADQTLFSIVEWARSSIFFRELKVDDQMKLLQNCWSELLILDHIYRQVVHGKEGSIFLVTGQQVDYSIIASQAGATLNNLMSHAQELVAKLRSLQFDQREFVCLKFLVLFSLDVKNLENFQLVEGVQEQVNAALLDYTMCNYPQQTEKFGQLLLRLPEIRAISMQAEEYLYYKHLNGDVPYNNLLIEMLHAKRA
# C8 TRAIL sens: caspase-8 TRAIL sensitization; NB7+C8 cells + TRAIL, ATPlite viability luminescence; inhibition (viability loss, TRAIL sensitization), % at 10 µM; 1% of 360,000 active; AID 624354;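 active = compounds causing at least 50% loss of cell viability in the single-dose screen, relative to plate controls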
# Shn3 3UTR inh: reduces Shn3 3'UTR luciferase signal in osteoblasts. Clone20 osteoblast Shn3 3'UTR firefly luciferase, 24 h. inhibition, % at 12.5 µM. 0.52% of 360,000 active. AID 588674;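 active = mean inhibition of at least 75% with every replicate also reaching 75%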;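 note: 0% = median of neutral control wells and 100% = pilot-screen positive control compound; some compounds past the cut are filed as inactive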
# KKLEB cytotox: CF airway cell cytotoxicity counter-screen; activity change (cytotoxicity), % at 5 µM; 0.36% of 360,000 active; KKLEB CF airway cells viability, ATPlite luminescence, overnight; hits give low values; cells stimulated with P. aeruginosa culture filtrate;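 active = corrected activity change at or below -50% at 5 µM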
# NCOA1 inh: human NCOA1 inhibition; Q15788; HEK293 GAL4-SRC1 luciferase reporter, luminescence; inhibition, % at 3.6 µM; 0.12% of 360,000 active; AID 588354;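 active = inhibition above the campaign mean plus 3 SD, with each screening campaign given its own cutoff, cut at about 60% in these data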;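 note: 0% = DMSO treated cells and 100% = gossypol at 36 µM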
# TROY NFkB inh: blocks TROY-dependent signaling in reporter cells; Q293 LMP1-TROYcd NF-kB luciferase reporter, 4 h; inhibition, % at 10 µM; 0.98% of 360,000 active;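 active = compounds whose plate-normalised and pattern-corrected inhibition of the luciferase reporter signal at the single screening dose is 50% or more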
# TWEAK-Fn14 inh: inhibitors of TWEAK-Fn14 interaction signaling. TWEAK-stimulated Fn14 reporter cells, luciferase luminescence, 8 h. 2% of 360,000 active. inhibition, % at 10 µM; in the data active = inhibition above about 50%
# NR2F2 inh: inhibitors of human COUP-TFII (NR2F2); HEK293T NGFI-A luciferase reporter, luminescence; 0.7% of 370,000 active; P24468; inhibition, % at 8.6 µM;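 active = inhibition above a per-plate cutoff, mean inhibition of test wells between control levels plus 3 SD, cut at about 38% in these data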;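 note: cells cotransfected with COUP-TFII expression vector driving the NGFI-A reporter; 0% = median of COUP-TF2 test wells and 100% = reporter-only cells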
# Target sequence (P24468 whole entry, looked up): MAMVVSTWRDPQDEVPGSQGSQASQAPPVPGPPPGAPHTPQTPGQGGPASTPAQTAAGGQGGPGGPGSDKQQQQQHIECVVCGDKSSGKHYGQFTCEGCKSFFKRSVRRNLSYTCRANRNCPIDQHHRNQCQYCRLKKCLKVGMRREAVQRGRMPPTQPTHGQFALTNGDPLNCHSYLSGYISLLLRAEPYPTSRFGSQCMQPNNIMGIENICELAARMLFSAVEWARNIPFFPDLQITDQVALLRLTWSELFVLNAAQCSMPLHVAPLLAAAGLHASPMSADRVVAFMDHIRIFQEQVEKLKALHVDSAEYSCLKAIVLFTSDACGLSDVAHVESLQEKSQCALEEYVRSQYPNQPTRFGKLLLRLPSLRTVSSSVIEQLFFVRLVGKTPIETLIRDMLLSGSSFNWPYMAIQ
# LMP1 NFkB inh: inhibitors of Epstein-Barr LMP1-induced NF-kappaB reporter; LMP1-induced NF-kappaB luciferase reporter cells, luminescence; inhibition, % at 12.5 µM; 0.69% of 350,000 active; in the data active = inhibition above about 41%;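 note: 0% = neutral control wells and 100% = reference inhibitor control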
# SRC3 inh: inhibitors of human steroid receptor coactivator 3 (SRC3); Q9Y6Q9; HEK293 GAL4-SRC3 luciferase reporter, luminescence; inhibition, % at 3.6 µM; 0.17% of 360,000 active; AID 588352;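 active = inhibition above a per-campaign cutoff, the mean of all compounds plus 3 SD, cut at about 60% in these data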;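 note: 0% = DMSO-treated cells and 100% = gossypol-treated cells at 36 µM; higher means less SRC3-driven luciferase light from the GAL4 reporter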
# An asterisk follows results filed as active. This is a subset; the hit share may differ from the screen's.
SMILES,CF NFkB block,LRH-1 inv ag,C8 TRAIL sens,Shn3 3UTR inh,KKLEB cytotox,NCOA1 inh,TROY NFkB inh,TWEAK-Fn14 inh,NR2F2 inh,LMP1 NFkB inh,SRC3 inh
OC1(c2cccc(C(F)(F)F)c2)CCN(CCN2CCCCC2)CC1,-1,2,0,2,13,1,15,-11,-3,6,5
CCN(CC)/C(=N/S(=O)(=O)c1ccc(C)cc1)c1ccccc1,4,-3,-3,-3,3,-16,13,6,7,0,-1
CC1=C(C(=O)Nc2ccccc2)C(c2ccccc2[N+](=O)[O-])NC(=O)N1 (stereo not drawn),8,-3,-7,-14,-6,-9,9,11,-15,2,-1
Cc1ccc(NC(=O)Nc2cnccn2)cc1Cl,7,-17,0,16,-3,-26,-24,-4,19,-8,-39
Cc1ccc(NC(=O)Nc2ccon2)cc1,-6,-42,-8,-19,3,-47,-45,-12,-4,-7,-30
CC(=O)c1cn(C)c(=O)n(C)c1=O,-7,11,-2,9,7,0,8,-7,12,-1,11
O=[N+]([O-])c1cccnc1Sc1ccc(Cl)cc1,14,-14,0,4,-5,7,12,-3,-6,3,1
COCC(C)n1c(SCC(=O)Nc2cccnc2Cl)nc2ccccc2c1=O (stereo not drawn),-8,-4,18,-37,10,2,-16,-13,-2,-5,7
CNc1nc(-c2ccccc2)nc(-c2ccccc2)c1C#N,-2,-1,-14,9,-2,13,-5,-32,-8,4,0
C=CCn1c(=O)/c(=C/c2ccc(O)cc2)s/c1=C(/C#N)c1nnc2n1CCCCC2,10,7,-17,13,0,-20,24,-2,31,4,4
O=C(COc1cccc2ccccc12)N/N=C/c1ccncc1,-15,-4,-6,13,10,0,25,0,17,11,-5
O=C(CN(c1ccccc1)S(=O)(=O)c1ccccc1[N+](=O)[O-])NN=C1CCCCCCC1,-1,-2,-8,-4,-2,3,0,0,0,4,-19
COc1nc(/C(N)=N/O)nc(N2CCCCC2)n1,20,-2,10,-1,-12,-9,-8,-4,-4,7,-3
CC(=O)N1C(=O)NC(c2ccccc2)=C([N+](=O)[O-])C1c1ccccc1 (stereo not drawn),14,19,-4,-8,7,9,8,7,-8,5,4
NC(=O)CC(c1ccccc1)c1ccco1 (stereo not drawn),5,-6,5,-23,2,-23,-31,-7,-12,-5,14
CN1CCN(S(=O)(=O)c2ccc(NCc3ccc4c(c3)OCO4)nc2)CC1,11,13,-16,8,-6,7,3,-7,-7,-7,-2
Cc1ccc(OCC(O)CN2CCN(CC(O)COc3ccc(C)cc3Cl)CC2)c(Cl)c1 (stereo not drawn),20,20,2,48,-16,-21,23,1,0,-1,10
O=Cc1ccc(OCc2ccccn2)cc1,-1,-13,15,-28,-2,-42,-40,-11,-20,-19,-21
COc1cccc2c1O/C(=N\O)C(C(=O)Nc1ccc(C)cc1)C2 (stereo not drawn),-2,-11,16,7,-9,1,-21,16,-3,-37,-7
O=C1CCN(CCc2ccccc2)CCN1[C@H](CSc1ccccc1)Cc1ccccc1,-9,6,16,59,4,0,-11,4,-9,0,4

# Six entries already listed, ordered by the number in LMP1 NFkB inh, ascending.
compound,LMP1 NFkB inh
Cc1ccc(NC(=O)Nc2ccon2)cc1,-7
COCC(C)n1c(SCC(=O)Nc2cccnc2Cl)nc2ccccc2c1=O (stereo not drawn),-5
CCN(CC)/C(=N/S(=O)(=O)c1ccc(C)cc1)c1ccccc1,0
O=C(CN(c1ccccc1)S(=O)(=O)c1ccccc1[N+](=O)[O-])NN=C1CCCCCCC1,4
OC1(c2cccc(C(F)(F)F)c2)CCN(CCN2CCCCC2)CC1,6
COc1nc(/C(N)=N/O)nc(N2CCCCC2)n1,7

# Part of the list above, reduced to KKLEB cytotox, TWEAK-Fn14 inh and SRC3 inh:
SMILES | KKLEB cytotox | TWEAK-Fn14 inh | SRC3 inh
COc1nc(/C(N)=N/O)nc(N2CCCCC2)n1 | -12 | -4 | -3
CC(=O)N1C(=O)NC(c2ccccc2)=C([N+](=O)[O-])C1c1ccccc1 (stereo not drawn) | 7 | 7 | 4

# Later entries.
SMILES,CF NFkB block,LRH-1 inv ag,C8 TRAIL sens,Shn3 3UTR inh,KKLEB cytotox,NCOA1 inh,TROY NFkB inh,TWEAK-Fn14 inh,NR2F2 inh,LMP1 NFkB inh,SRC3 inh
O=C1c2cccnc2C(=O)N1CO,0,1,2,-11,-3,0,-27,-12,1,6,13
Cc1ccc(C)c(Nc2nc(-c3ccncc3)nc3ccccc23)c1,22,3,20,5,-21,-37,30,-7,10,-12,-12
CCC(c1nnnn1C(C)(C)CC)N(CCN1CCOCC1)Cc1cc2cc(C)ccc2[nH]c1=O (stereo not drawn),3,10,-18,16,-8,-17,-1,-3,-14,-2,9
CCOC(=O)Nc1cccnc1Sc1ccc(Cl)cc1,9,-2,-7,15,9,-8,-8,-13,-10,-2,24
O=C(Nc1ccc(Cl)cc1)c1ccc(-n2cccn2)c([N+](=O)[O-])c1,-33,-32,14,60,7,-12,-1,-5,6,-1,-6
CC(C)c1ccc(-c2noc(C3CCCN(S(C)(=O)=O)C3)n2)cc1 (stereo not drawn),-24,-3,5,-20,-2,-15,-12,-23,-8,0,-29
CC(C)(C)NC(=O)CSc1nc2ccccc2n1-c1ccccc1,-2,-1,-3,5,-14,13,10,-9,21,0,7
CCOC(=O)N1CCN(C(=O)CS(=O)(=O)Cc2nc(-c3cccc(OC)c3)oc2C)CC1,-10,-11,20,22,4,17,-16,2,10,2,8
FC(F)(F)c1cccc(NC(=S)NCCc2ccccn2)c1,-12,1,-11,31,-8,-13,-11,4,7,7,10
CC(O)CNC12CC3CC(CC(C3)C1)C2 (stereo not drawn),-8,-6,-2,4,-11,-10,3,2,13,-3,5
O=C(NCc1ccncc1)/C(=C\c1ccc(F)cc1)NC(=O)c1ccccc1,-2,-13,2,-6,-6,-2,-26,-14,13,-1,15
COc1ccc(NC(=O)CN(C)C(=O)CCNC(=O)Nc2ccccc2)cc1,0,-16,1,-21,-2,-10,11,-16,-1,-10,-14
CC(=O)NC(Cc1cccc(C)c1)C(=O)NC1CCN(C(=O)c2ccc([N+](=O)[O-])cc2)CC1 (stereo not drawn),13,7,1,19,2,-12,-18,-6,5,1,6
Cc1ccc(OCCC(=O)OCC(=O)N2c3ccccc3NC(=O)C2(C)C)cc1,6,-18,0,-14,16,-31,11,-6,-1,7,-18
COc1ccc(CCNC(=O)CSc2ccc3nnc(CCNC(=O)c4ccccc4)n3n2)cc1OC,1,2,-19,-3,5,-22,2,-11,4,-7,19
CCOC(=O)NC(=S)Nc1c(C)n(C)n(-c2ccccc2)c1=O,-28,-7,0,-11,7,10,14,-3,10,4,-10
COc1ccc(Nc2cc(C)c3c(O)cccc3n2)cc1,45,-29,18,-19,-14,-19,9,20,1,21,-20
CCOC(=O)c1ccc(N2C(=O)C(CC(N)=O)N(NC(=O)c3cccc(F)c3)C2=S)cc1 (stereo not drawn),7,8,17,6,4,8,-3,-8,-4,2,-9
CC1CN(C(=O)c2cc(S(=O)(=O)N3CCCCC3)ccc2Cl)CC(C)O1 (stereo not drawn),1,-7,-3,11,10,-6,-5,-7,-12,0,-3
Cn1nc(C(C)(C)C)c(NC(=O)c2sccc2Cl)c1C(C)(C)C,7,3,16,-3,-14,0,12,7,-27,-4,21

# Full records from above. Order of screens: CF NFkB block	LRH-1 inv ag	C8 TRAIL sens	Shn3 3UTR inh	KKLEB cytotox	NCOA1 inh	TROY NFkB inh	TWEAK-Fn14 inh	NR2F2 inh	LMP1 NFkB inh	SRC3 inh
# `CC(=O)NC(Cc1cccc(C)c1)C(=O)NC1CCN(C(=O)c2ccc([N+](=O)[O-])cc2)CC1` (stereo not drawn) is listed as 13	7	1	19	2	-12	-18	-6	5	1	6
# `CCOC(=O)c1ccc(N2C(=O)C(CC(N)=O)N(NC(=O)c3cccc(F)c3)C2=S)cc1` (stereo not drawn) is listed as 7	8	17	6	4	8	-3	-8	-4	2	-9
# `Cc1ccc(OCCC(=O)OCC(=O)N2c3ccccc3NC(=O)C2(C)C)cc1` is listed as 6	-18	0	-14	16	-31	11	-6	-1	7	-18
# `COc1ccc(Nc2cc(C)c3c(O)cccc3n2)cc1` is listed as 45	-29	18	-19	-14	-19	9	20	1	21	-20
# `CCOC(=O)NC(=S)Nc1c(C)n(C)n(-c2ccccc2)c1=O` is listed as -28	-7	0	-11	7	10	14	-3	10	4	-10

# More structures
SMILES,CF NFkB block,LRH-1 inv ag,C8 TRAIL sens,Shn3 3UTR inh,KKLEB cytotox,NCOA1 inh,TROY NFkB inh,TWEAK-Fn14 inh,NR2F2 inh,LMP1 NFkB inh,SRC3 inh
Cc1ccc(C(=O)Nc2cccnc2N2CCN(C)CC2)cc1,4,3,-1,-14,6,-10,-1,41,-46,6,27
CN(Cc1c(F)cccc1Cl)C(=O)c1cc2ccccc2o1,2,-7,-5,-5,-12,-17,-41,-11,-13,-11,-15
C/C(=N\Nc1ccc([N+](=O)[O-])cc1)c1ccc(N2CCOCC2)cc1,24,5,8,-17,-7,-18,-13,-17,-21,-16,-10
CC(=O)Nc1ccc(NC(=O)C2CCCN(S(=O)(=O)c3ccc(Cl)cc3)C2)cc1 (stereo not drawn),5,16,-17,22,2,-27,-16,-14,-3,-5,-5
O=C(/C=C/c1cccs1)NC(=S)Nc1ccccc1,14,-8,-7,-62,0,-16,-62,-25,-5,1,-18
COc1cccc(NC(=O)CN(C)C(=O)C2CC(=O)N(CCc3ccc(OC)c(OC)c3)C2)c1 (stereo not drawn),-3,-5,3,5,-6,-23,0,6,4,-4,-3
CCCC(C)NC(=O)COC(=O)c1cc(Br)c(Br)s1 (stereo not drawn),2,12,-1,-19,-6,2,1,23,-4,4,-36
COc1ccc(-c2c(C)[nH]n3c(=O)c(Cc4ccccc4)c(C)nc23)cc1OC,-14,6,4,-1,-1,5,5,2,-9,9,-3
COc1ccc(Cc2nc(C(=O)Nc3ccc(F)cc3)cs2)cc1,4,8,4,-8,-8,-16,-18,-7,6,-3,1
O=C(O)/C(=C\c1cccc(F)c1)c1ccc(S(=O)(=O)N2CCCCC2)s1,1,11,3,-84,4,-6,12,11,-7,-6,8
N#Cc1c(NC(NC(=O)c2ccco2)C(=O)c2ccccc2)sc2c1CCCC2 (stereo not drawn),5,6,1,-32,12,-8,5,-10,-9,-3,6
O/N=C(/c1ccc(Cl)cc1)C1CC1c1ccccc1 (stereo not drawn),22,-42,4,-14,-9,8,-27,-34,8,-5,-7
CC(=O)N1CCN(Cc2nc3cc(NC(=O)NC4CCCCC4)ccc3n2C)CC1,-2,-40,7,-13,14,-34,-23,11,12,-11,-34

# Screens deposited in PubChem BioAssay by several laboratories.
